Rpn11 inh: Rpn11 (human) deubiquitinase inhibition; human 26S proteasome, Ub4-pepOG fluorescence polarization; 20S core pre-blocked with epoxomicin; hit rate 0.59% among 360,000; calls only at 20 µM; O00487;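 active = inhibition at 20 µM, scaled to each plate's controls, above about 33%, limit read from the data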
Target sequence (O00487 whole entry, looked up): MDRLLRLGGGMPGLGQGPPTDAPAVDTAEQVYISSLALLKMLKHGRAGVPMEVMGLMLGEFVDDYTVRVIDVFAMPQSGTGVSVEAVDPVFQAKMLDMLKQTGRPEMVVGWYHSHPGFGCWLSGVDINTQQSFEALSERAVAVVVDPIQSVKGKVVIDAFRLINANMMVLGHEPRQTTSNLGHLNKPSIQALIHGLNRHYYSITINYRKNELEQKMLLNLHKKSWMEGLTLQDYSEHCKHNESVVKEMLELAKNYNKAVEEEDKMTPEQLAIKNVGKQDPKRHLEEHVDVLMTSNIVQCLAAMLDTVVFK
Neddyl block: inhibitors of human cullin neddylation. P61081+Q13564. TR-FRET cullin neddylation, biochemical. calls only at 25 µM. hit rate 0.58% among 360,000. AID 651699; in the data active = inhibition above about 36%
CSN deneddyl inh: inhibitors of human CSN-mediated cullin deneddylation; hit rate 0.38% among 360,000; Q92905; inhibition, % at 12.5 µM; Purified CSN, SCF-Nedd8-OG deneddylation, fluorescence polarization;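 active = pattern-corrected inhibition above about 35%, with an unprinted fluorescence ratio check between 0.5 and 1.5, limit read from the data, passing the limit was not always enough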;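 also: 0% = enzyme with substrate and 100% = substrate without enzyme; some results filed as inactive read as strong as hits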
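Assay system: purified human Csn5 enzyme expressed in HEK293T cells; measure: % inhibition; also added: SCFSkp2-Nedd8OG substrate at 10 nM final; technique: fluorescence polarization; times: reaction 90 min, room temperature; medium: Tris buffer pH 7.5, NaCl, DTT, Tween-20, trehalose, ovalbumin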
MLLE-PAM2 inh: inhibitors of microRNA-mediated deadenylation, human PABP1 MLLE binding; P11940; GST-MLLE / FITC-PAM2 fluorescence polarization; inhibition, % at 20 µM; hit rate 0.36% among 360,000; AID 588489; in the data active = inhibition above about 35%, passing the limit was not always enough;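 also: plate controls were DMSO wells with GST-MLLE for no effect and wells lacking GST-MLLE protein for full effect; some results filed as inactive read as strong as hits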
Target sequence (P11940 whole entry, looked up): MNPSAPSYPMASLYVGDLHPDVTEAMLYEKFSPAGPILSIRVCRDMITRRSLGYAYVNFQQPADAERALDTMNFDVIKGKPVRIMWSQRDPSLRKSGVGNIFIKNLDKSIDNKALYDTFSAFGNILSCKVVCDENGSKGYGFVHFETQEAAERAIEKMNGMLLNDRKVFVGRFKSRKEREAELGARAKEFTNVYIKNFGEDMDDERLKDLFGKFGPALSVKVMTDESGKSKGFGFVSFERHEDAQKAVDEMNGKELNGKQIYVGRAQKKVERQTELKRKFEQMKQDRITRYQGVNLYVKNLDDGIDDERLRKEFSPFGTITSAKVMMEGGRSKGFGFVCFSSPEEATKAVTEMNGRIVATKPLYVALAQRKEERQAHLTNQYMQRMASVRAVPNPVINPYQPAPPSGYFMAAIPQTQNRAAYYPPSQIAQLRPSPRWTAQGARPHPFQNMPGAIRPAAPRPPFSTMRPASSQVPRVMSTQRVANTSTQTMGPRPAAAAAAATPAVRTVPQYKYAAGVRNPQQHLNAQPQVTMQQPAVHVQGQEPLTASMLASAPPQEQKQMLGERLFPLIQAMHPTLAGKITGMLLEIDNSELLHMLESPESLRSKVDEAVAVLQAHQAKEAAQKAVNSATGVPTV
Rin1-Abl PPI inh: inhibitors of human Rin1-Abl protein interaction; TR-FRET Rin1/Abl binding, biochemical; inhibition, % at 7.35 µM; AID 588664; P00519+Q13671; hit rate 0.4% among 360,000; in the data active = inhibition above about 5%, passing the limit was not always enough
MT1-MMP act inh: inhibitors of human MT1-MMP activation | P50281 | GFP/RFP ratio change, % at 20 µM | AID 651647 | hit rate 0.061% among 360,000 | HT1080 RFP-PRO-GFP cells, GFP/RFP ratio fluorescence, overnight; percent of plate control window, DMSO zero;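 active = GFP/RFP ratio change of at least 30% with cell ATP level not reduced by more than half and red fluorescence within 50% of control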; also: strong numbers were not always called active
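Assay system – RFP-PRO-GFP reporter HT1080 cells · Compound dosing – single dose of 20 µM compound, 1% DMSO final · Incubation – overnight compound exposure at 37 °C · Measure – GFP/RFP fluorescence ratio · Benchmarks – DMSO wells and RFP-L50D-GFP cells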
SKN-1 block: inhibitors of C. elegans SKN-1; inhibition, % at 21.8 µM; hit rate 0.49% among 360,000; C. elegans VP596 Pgst-4::GFP/RFP ratio, acrylamide-induced, 24 h;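 active = interference check ratio from 0.5 to 1.5 plus GFP to RFP signal ratio inhibition reaching or exceeding a fixed threshold, cut at about 30% in these data, passing the limit was not always enough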; also: some compounds called inactive have numbers as strong as hits
FAS TE block: blocks the thioesterase domain of human fatty acid synthase. AID 602261. P49327. inhibition, % at 15 µM. hit rate 0.67% among 360,000. recombinant FAS-TE, OMFH fluorogenic substrate, fluorescence endpoint;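 active = compounds whose normalised, plate-corrected inhibition of enzyme fluorescence in the single-dose primary screen is 50% or more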;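 also: 0% = DMSO with enzyme and 100% = substrate without enzyme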
NadD block: NadD (S. aureus) enzyme inhibition | purified NadD enzyme, colorimetric absorbance read-out | inhibition, % at 20 µM | hit rate 0.78% among 360,000 | AID 602399; in the data active = inhibition above about 26%; also: some compounds past the cut are filed as inactive
* = called active by the depositor; i = inactive; x = not tested or not shown.

compound	Rpn11 inh	Neddyl block	CSN deneddyl inh	MLLE-PAM2 inh	Rin1-Abl PPI inh	MT1-MMP act inh	SKN-1 block	FAS TE block	NadD block
CC1CCCN(C(=O)CCS(=O)(=O)c2ccc3c(c2)n(C)c(=O)c(=O)n3C)C1 (stereo not drawn)	i	i	2	4	-2	3	0	-9	-1
CCN(CC(O)c1cccc(O)c1)C(=O)C12CC3CC(CC(C3)C1)C2 (stereo not drawn)	i	i	3	-7	1	-3	2	-3	-11
C/C(=N\NC(=O)c1ccc2c(c1)OCCO2)c1ccccc1	i	i	13	1	6.5*	-1	4	-4	-7
COC(=O)C(C)Sc1nc2c(cnn2-c2ccc(C)cc2)c(=O)[nH]1 (stereo not drawn)	i	i	-5	4	2	2	-18	0	-2
COc1ccc(C2SCCN2S(=O)(=O)c2ccccc2)cc1 (stereo not drawn)	i	i	5	11	4	4	12	12	-8
COC(=O)Cc1c(C)c2c(OCc3nn[nH]n3)cc(C)cc2oc1=O	i	x	1	-2	-2	7	27	-4	6
CN(C)CCCNC(=S)Nc1ccc(Br)cc1	i	i	0	7	1	4	-1	-5	0
CCc1ccc(NC(=O)c2[nH]c(C)c(C(C)=O)c2C)cc1	i	i	-2	-5	-2	4	-7	0	1
CCN1CCN(C(=O)C2c3cc(OC)c(OC)cc3C(=O)N3CCc4ccccc4C23)CC1 (stereo not drawn)	i	i	-7	7	-3	3	0	-4	1
O=C1NN(c2ccc(F)c(Cl)c2)C(=O)/C1=C\c1cccc(OC(=O)c2cccs2)c1	i	i	15	23	-2	8	-6	12	30*
COc1cc(-c2nc(Cc3ccccc3Cl)no2)cc(OC)c1OC	i	i	-2	-14	2	2	-9	22	-14
Cc1onc(-c2ccccc2)c1C(=O)OCC(=O)Nc1ccc(C#N)cc1	i	i	-4	9	2	-7	-17	17	-7
O=C(N/N=C/c1ccc([N+](=O)[O-])s1)c1ccccc1Br	i	i	3	6	1	-8	0	-4	6
O=C1CN(C(=O)COC(=O)CNC(=O)c2ccc(Br)o2)c2ccccc2N1	i	i	0	-14	-3	0	-1	-1	-2
COC(=O)c1scc(C#N)c1N/N=C(\C#N)S(=O)(=O)c1ccc(Cl)cc1	i	i	1	13	0	8	6	5	4

(further entries)
compound	Rpn11 inh	Neddyl block	CSN deneddyl inh	MLLE-PAM2 inh	Rin1-Abl PPI inh	MT1-MMP act inh	SKN-1 block	FAS TE block	NadD block
Cc1nc(P(=O)(c2ccccc2)c2ccccc2)c(N2CCOCC2)o1	i	i	-1	-7	3	-2	4	-7	-2
Cc1noc(C)c1C(=O)NCc1ccccc1	i	i	3	-2	0	0	-11	-7	-7
Cc1ccc(S(=O)(=O)NCc2cccnc2)cc1	i	i	-2	6	-2	-2	2	-6	-8
CCC(Sc1ccccc1C(=O)O)C(=O)O (stereo not drawn)	i	i	2	7	4	-4	-34	-11	-5
Cc1cc(=O)oc2cc(OCC(=O)N3CCC(C(N)=O)CC3)ccc12	i	i	3	12	-4	2	1	-5	3
CCOC(=O)N1CCN(S(=O)(=O)c2ccc3c(c2)C(C)C(=O)N3)CC1 (stereo not drawn)	i	i	-3	23	5	4	-2	-1	8
O=C(NCC1CCCN1S(=O)(=O)c1cccs1)C(=O)Nc1ccccc1F (stereo not drawn)	i	i	5	1	-2	9	20	0	-1
CCN1CCN(C(=O)CN(CC)S(=O)(=O)c2ccc(Cl)cc2)CC1	i	i	6	11	-3	0	-2	-8	-6
CCC(=O)Nc1sc(Cc2ccccc2)c(C)c1C(N)=O	i	i	-5	27	0	-5	6	1	-5
Cc1ccc(S(=O)(=O)N2CCCCC2C(=O)N2CCN(Cc3ccccc3)CC2)cc1 (stereo not drawn)	i	i	0	6	1	-2	5	8	1
O=S(=O)(CCSc1nc2ccccc2s1)c1nc2ccccc2s1	i	i	15	0	0	-7	3	45	-5
COc1ccc(C(NC(=O)CNC(C)=O)C(=O)Nc2ccc3c(c2)OCCO3)cc1 (stereo not drawn)	i	i	7	-11	-1	-2	-2	-2	4
Cn1nc(-c2ccc(Cl)cc2)c2cc(C(=O)NCc3ccco3)sc21	i	i	0	-19	-3	-7	2	32	4
Cc1cccc2c1cnn2C(=O)Nc1ccccc1Br	i	i	3	-20	3	-3	0	-4	-10
COC(=O)c1ccc(Cl)c(NC(=O)CN2CCC(C)CC2)c1	i	i	0	4	-1	2	8	9	-3

(listing goes on)
compound	Rpn11 inh	Neddyl block	CSN deneddyl inh	MLLE-PAM2 inh	Rin1-Abl PPI inh	MT1-MMP act inh	SKN-1 block	FAS TE block	NadD block
Cc1ccc(CN2CCN(Cc3ccccc3-c3ccco3)CC2CCO)o1 (stereo not drawn)	i	i	-3	6	0	-1	4	1	-4
CCc1cc(C(=O)Cc2cnn(-c3ccccc3)c2)c(O)cc1O	i	i	-7	4	-2	8	-18	11	-7
Cc1ccc(C(=O)NCC2CCCO2)cc1[N+](=O)[O-] (stereo not drawn)	i	i	-21	13	0	2	-10	2	4
Cc1ccc(S(=O)(=O)N(C)CC(=O)O/N=C(\N)c2cccnc2)cc1	i	i	-2	9	5	-2	10	-2	-6
Cn1nnnc1SCC(=O)NNC(=O)c1ccc(F)cc1	i	i	-5	21	-1	2	-2	-1	-2
COc1ccc2nc(NC(=O)CS(=O)(=O)c3ccc(C)cc3)sc2c1	i	i	-2	-9	-2	0	-2	-2	-3
Cc1cc(-c2ccccc2)nc2cc(C(=O)NCc3ccco3)nn12	i	i	5	0	-4	9	-7	1	-2
CCC(CC)NC(=O)Cc1ccc(S(=O)(=O)N2CCOCC2)s1	i	i	-5	-6	-3	-6	0	-3	5
COCCCNC(=O)CSc1nc2ccc(N3CCOCC3)cc2c(=O)n1CCc1ccccc1	i	x	2	-61	2	-1	-16	0	3
Cc1cc(SCc2ccc(Cl)cc2)nc(=O)[nH]1	i	i	-1	-2	2	1	14	-3	6
Cc1ccc(OCC(=O)OCC(=O)c2c(N)n(C)c(=O)n(C)c2=O)cc1C	i	i	3	-1	4	3	25	-16	-5
OCCNc1nc(NCCC2=CCCCC2)nc(N2CCOCC2)n1	i	i	-5	-2	-7	0	-9	-1	5
CC(=O)Nc1ccc(S(=O)(=O)Oc2ccc(C(=S)N3CCC(O)CC3)cc2)cc1	i	i	3	32	0	-14	4	0	-2
COc1ccc(CCNC(=O)Nc2ccc3c(c2)OCO3)cc1OC	i	i	-2	-3	5	4	-2	-2	-3
CCN(CC)S(=O)(=O)c1ccc(NC2c3ccccc3C(=O)N2Cc2ccco2)cc1 (stereo not drawn)	i	i	-3	4	-4	3	-4	15	-1

Next section
compound	Rpn11 inh	Neddyl block	CSN deneddyl inh	MLLE-PAM2 inh	Rin1-Abl PPI inh	MT1-MMP act inh	SKN-1 block	FAS TE block	NadD block
COc1ccc(-c2cc(NC(=O)c3cncn3-c3ccccc3)ccc2OC)cc1	i	i	-2	-11	2	-6	-17	4	9
COc1ccc(N2CCN(C(=O)CCCC3=NS(=O)(=O)c4ccccc4N3)CC2)cc1	i	i	2	-6	-2	-1	-5	-8	4
N#C/C(=C\Nc1ccccc1SC(F)(F)F)c1nc(-c2ccc(F)cc2)cs1	i	i	1	-6	1	0	3	19	1
COc1cccc(/C=N/NC(=S)Nc2cccnc2)c1	i	i	1	32	0	-2	-5	-6	-1
COc1ccc(CCC(=O)O)c(C(CC(=O)O)C(=O)O)c1OS(=O)(=O)c1ccc(C)cc1 (stereo not drawn)	i	i	-1	-7	1	4	1	-10	-1
CCc1[nH]nc(C(=O)N2CCCC(Nc3cccc(F)c3)C2)c1C (stereo not drawn)	i	i	2	8	1	1	-3	-4	0
O=C(CC1CCCCC1)Nc1nc2ccccc2s1	i	i	3	-9	0	-3	10	20	1
CCOC(=O)N1CCN(Cc2nc(-c3cccc(Cl)c3)no2)CC1	i	i	-2	-6	7	2	-20	6	-2
COc1cccc(CN(C)C(c2ccccc2)c2ccccc2)c1OC	i	i	0	9	0	-5	8	21	-11
CC(C)(O)C#Cc1ccc(CNC[C@H]2O[C@@H](n3cnc4c(=O)[nH]c(N)nc43)[C@H](O)[C@@H]2O)s1	i	i	1	-1	3	-2	8	-19	0
CSc1ccc(Cl)c(C(=O)OCC(=O)N2CCN(C(=O)c3ccco3)CC2)c1	i	i	4	18	0	-1	11	-1	-1
CN(Cc1ccc(F)cc1)C(=O)CNC(=O)c1ccc2c(c1)OCO2	i	i	1	5	3	-1	4	-5	-1
CC(=O)O[C@@H]1[C@@H](OC(C)=O)[C@H](n2ccc3cc([N+](=O)[O-])ccc32)OC[C@@H]1OC(C)=O	i	i	-2	-2	1	-1	12	2	-5
CCC(C)C(NC(=O)c1ccccc1NC(=O)c1ccco1)C(=O)NC1CCCCC1 (stereo not drawn)	i	i	-1	-3	-1	-4	9	-6	4
CCCCOc1ccc(/C=N/NC(=S)Nc2cccc(C)c2C)cc1	i	i	-4	26	-4	2	-9	16	2

(more compounds)
compound	Rpn11 inh	Neddyl block	CSN deneddyl inh	MLLE-PAM2 inh	Rin1-Abl PPI inh	MT1-MMP act inh	SKN-1 block	FAS TE block	NadD block
O=C(C1CCN(S(=O)(=O)c2ccc(Cl)cc2)CC1)N1CCCC1	i	i	1	-11	-1	0	9	-4	-2
COc1ccc(C2C3=C(CC(C)(C)CC3=O)Nc3nc(C)nn32)cc1OC (stereo not drawn)	i	i	1	0	-2	-1	20	-2	2
COCCCN1C(=O)C(CC(=O)NC2CCCC2)CC(C(=O)N(C(C)C)C(C)C)=C1C (stereo not drawn)	i	i	-2	-2	3	0	-3	-10	-9
CC(C)(C)c1cc(NC(=O)Nc2ccc(Cl)cc2Cl)no1	i	i	0	3	0	-7	-2	20	-5

Structures shown so far containing a cyano group (three):
compound	Rpn11 inh	Neddyl block	CSN deneddyl inh	MLLE-PAM2 inh	Rin1-Abl PPI inh	MT1-MMP act inh	SKN-1 block	FAS TE block	NadD block
Cc1onc(-c2ccccc2)c1C(=O)OCC(=O)Nc1ccc(C#N)cc1	i	i	-4	9	2	-7	-17	17	-7
COC(=O)c1scc(C#N)c1N/N=C(\C#N)S(=O)(=O)c1ccc(Cl)cc1	i	i	1	13	0	8	6	5	4
N#C/C(=C\Nc1ccccc1SC(F)(F)F)c1nc(-c2ccc(F)cc2)cs1	i	i	1	-6	1	0	3	19	1
